# Bioassay records as filed in PubChem.
# GASC-1 inh = inhibitors of GASC-1 histone demethylase, primary screen, biochemical, fluorescence, DELFIA europium; inhibition, % at 2.35 µM; AID 2099, 2009; GST-JMJD2C(1-420) H3K9me3 demethylation; actives 0.069% (n = 330,000); Lysine-specific demethylase 4C (Homo sapiens), Q9H3R0;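 active = more than half of a compound's replicate wells show inhibition beyond 50%, single wells judged on their own value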;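 also: signal counts dimethyl H3K9 product captured on neutravidin plate; 0% = median of DMSO wells and 100% = 0.3 times that DMSO median; strong numbers were not always called active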
# Target sequence (Q9H3R0 1-420 limits assumed): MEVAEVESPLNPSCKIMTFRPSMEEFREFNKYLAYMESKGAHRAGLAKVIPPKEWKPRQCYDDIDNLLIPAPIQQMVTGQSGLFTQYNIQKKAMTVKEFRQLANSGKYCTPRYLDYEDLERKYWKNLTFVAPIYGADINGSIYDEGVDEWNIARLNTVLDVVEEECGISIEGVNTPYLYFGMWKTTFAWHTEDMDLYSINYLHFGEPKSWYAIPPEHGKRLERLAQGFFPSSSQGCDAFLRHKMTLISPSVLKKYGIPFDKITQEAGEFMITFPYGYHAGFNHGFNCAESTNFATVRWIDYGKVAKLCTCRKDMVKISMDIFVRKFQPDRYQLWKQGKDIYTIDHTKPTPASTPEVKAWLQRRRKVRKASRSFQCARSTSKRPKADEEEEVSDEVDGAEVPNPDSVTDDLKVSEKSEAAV
# Efflux pump mplx = inhibitors of Candida efflux pumps in yeast, primary screen, S. cerevisiae, Nile Red, multiplex; S. cerevisiae Candida pump triplex; inhibition, % at 10 µM; actives 0.44% (n = 330,000); AID 485275, 2010;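 active = plate passing quality check with inhibition over a set limit, or well fluorescence over plate mean plus 4 SD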;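 also: Nile Red retained in pooled yeast measured as flow cytometry median fluorescence; 0% = buffer negative control and 100% = Enniatin B positive control; higher means more Nile Red kept so more efflux inhibition; some compounds called inactive have numbers as strong as hits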
# proCasp7 act = procaspase-7 activators, primary screen, counter-screen for procaspase-3 activator project, biochemical, absorbance, HTS, human | recombinant procaspase-7, Ac-DEVD-pNA absorbance 405 nm; D23A/D198A/D206A triple mutant, cannot self-cleave; scale: DMSO 0, 5 µM enzyme 100 | activation, % at 8.5 µM | actives 0.093% (n = 330,000) | Caspase-7 (Homo sapiens), P55210;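 active = percent activation above the screen-wide mean plus 3 SD, cut at about 25% in these data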
#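 Material: Procaspase-7 triple mutant (PC-7 D3A) | Quantity: 2 µM procaspase-7 mutant as dispensed | Reagent: DEVD-pNA substrate | Times: 1 h preincubation, 2 h reaction | Technique: 405 nm absorbance of p-nitroaniline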
# CTSL1 counter = Fasciola hepatica cathepsin L1 inhibitors, primary screen, counter-screen for PFM18AAP inhibitor project, biochemical, QFRET, fluorogenic peptide substrate; actives 0.49% (n = 300,000); AID 1906, 2009; inhibition, % at 5.96 µM; recombinant F. hepatica cathepsin L1, Z-Leu-Arg-MCA fluorescence;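 active = inhibition above the mean of all tested compounds plus 3 SD, set per screening campaign, cut at about 17% in these data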;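 also: 0% = plate median of test compound wells and 100% = 1 µM Z-Phe-Ala-diazomethylketone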
# PP1 counter = PP1-alpha phosphatase inhibitors, primary screen, counter-screen for PP5 inhibitor project, biochemical, fluorescence, OMFP substrate, single point; Serine/threonine-protein phosphatase PP1-alpha catalytic subunit (Homo sapiens), P62136; purified PP1alpha; inhibition, % at 6.7 µM; actives 0.9% (n = 320,000);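 active = inhibition above the mean inhibition of all tested compounds plus 3 SD, computed separately for each screening campaign, cut at about 15% in these data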
# Target sequence (P62136 whole entry, looked up): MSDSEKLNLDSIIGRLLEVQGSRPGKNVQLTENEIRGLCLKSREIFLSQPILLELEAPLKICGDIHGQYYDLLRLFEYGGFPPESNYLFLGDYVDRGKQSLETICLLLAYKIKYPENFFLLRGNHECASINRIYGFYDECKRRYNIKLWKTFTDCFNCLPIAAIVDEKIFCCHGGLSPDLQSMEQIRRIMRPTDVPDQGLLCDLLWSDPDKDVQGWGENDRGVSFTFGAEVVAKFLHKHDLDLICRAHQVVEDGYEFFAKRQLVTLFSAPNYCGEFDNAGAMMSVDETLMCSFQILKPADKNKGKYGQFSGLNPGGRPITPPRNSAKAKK
# core dimer inh = inhibitors of HCV core protein dimerization, primary screen, biochemical, TR-FRET, high-throughput; actives 0.33% (n = 300,000); inhibition, % at 5 µM; TR-FRET GST/Flag-core106 dimerization, 1536-well;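 active = inhibition above the mean of all tested compounds plus 3 SD, set per screening campaign, cut at about 45% in these data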
#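 Material: GST/Flag-tagged HCV core106 proteins. Incubation: 4 h, 22.5 °C incubation. Read-out basis: inhibition (%) from 671 over 617 nm ratio. Measured by: TR-FRET, excitation 340 nm, emission 617 and 671 nm.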
# PP5 inh = PP5 phosphatase inhibitors, primary screen, biochemical, fluorescence. inhibition, % at 6.7 µM. Serine/threonine-protein phosphatase 5 (Homo sapiens), P53041. actives 0.18% (n = 320,000). purified PP5c, OMFP substrate fluorescence;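 active = inhibition above the campaign's mean inhibition across all tested compounds plus 3 SD, cut at about 9.5% in these data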;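 also: 0% = DMSO only and 100% = 100 µM cantharidin control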
# procasp3 activ = activators of human procaspase-3 D3A mutant, primary screen, biochemical, absorbance, PC-3 D3A mutant, single concentration; activation, % at 8.5 µM; actives 0.11% (n = 330,000); Caspase-3 (Homo sapiens), P42574; recombinant procaspase-3 D3A, Ac-DEVD-pNA absorbance 405 nm; AID 463141, 2010;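 active = activation above the mean of all tested compounds plus 3 SD, cut at about 21% in these data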;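 also: 0% = DMSO alone and 100% = DMSO wells spiked with extra 5 µM PC-3 D3A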
# Target sequence (P42574 whole entry D9A/D28A/D175A): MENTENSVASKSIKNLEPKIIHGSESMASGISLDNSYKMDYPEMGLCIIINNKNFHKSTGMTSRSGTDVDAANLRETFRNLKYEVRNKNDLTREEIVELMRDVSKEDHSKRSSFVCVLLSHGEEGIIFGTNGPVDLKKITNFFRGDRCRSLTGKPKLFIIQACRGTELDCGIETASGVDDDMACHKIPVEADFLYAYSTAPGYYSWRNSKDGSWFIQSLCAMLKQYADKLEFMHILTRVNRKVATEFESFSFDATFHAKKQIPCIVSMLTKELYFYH
#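 Evaluation: percent activation relative to control range; Material: Procaspase-3 D3A mutant, all three cleavage aspartates alanine; Compound: single dose, 8.5 µM nominal compound, 0.8% DMSO; Replication: one well per compound; Signal: absorbance at 405 nm, 0 and 120 min; Schedule: 1 h preincubation plus 2 h reaction at 25 °C.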
# TPT1 inh = Candida albicans TPT1 enzyme inhibitors, primary screen, biochemical, fluorescence polarization | tRNA 2'-phosphotransferase TPT1 (Candida albicans SC5314) | recombinant caTPT1, FP RNA substrate dephosphorylation | inhibition, % at 5 µM | actives 0.81% (n = 300,000) | AID 1962, 2009;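 active = inhibition above the mean of all tested compounds plus 3 SD, set per screening campaign, cut at about 24% in these data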;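 also: plate controls were DMSO alone for no effect and ferristatin control at 100 nM for full effect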
# * marks the source's active call; other numbers are inactive results; . = no result given.
SMILES,GASC-1 inh,Efflux pump mplx,proCasp7 act,CTSL1 counter,PP1 counter,core dimer inh,PP5 inh,procasp3 activ,TPT1 inh
COCCNC(=O)Cn1cc(C(=S)N2CCOCC2)c2ccccc21,11,0.0,-6,2,-3,-5,0.2,-4,0
O=C(Nc1nc(-c2ccccc2)cs1)c1ccc(Br)o1,-1,0.0,-9,2,1,4,1.5,-1,6
COc1ccc(S(=O)(=O)c2ccccc2)cc1NS(=O)(=O)c1cccc(C(=O)O)c1,8,-0.1,-2,.,0,.,0.3,11,.
CC(C)(C)c1ccc(NC(=O)CSc2nnc(-c3n[nH]c4ccccc34)o2)cc1,7,-0.2,1,2,1,3,4.7,-12,-2
CCN(CC(=O)Nc1ccc(NC(C)=O)cc1)CC(=O)Nc1ccc(Cl)c(Cl)c1,-33,-0.2,-1,1,3,-7,-0.5,-3,-6
Cc1c(C)c2c(OCC(=O)NCc3ccccn3)cc3c(c2oc1=O)CCC(C)(C)O3,0,0.2,6,3,3,5,2.5,3,-6
CCN(CCCNC(=O)c1nn(C)c2c1CS(=O)(=O)c1ccccc1-2)Cc1ccccc1,-4,0.0,-5,1,2,5,-0.3,4,-1
COc1ccc(CNC(=O)C(C)OC(=O)CO/N=C(\C)c2ccc3c(c2)OCO3)cc1 (stereo not given),-1,0.1,-3,-13,-3,-1,1.4,6,-1
COc1ccc(Cl)cc1NC(=O)CCN1CCN(Cc2ccccc2)CC1,-1,-0.1,-7,4,1,-6,2.3,-3,-2
CNc1nc2c(C)cccn2c(=O)c1C=NCc1ccccc1,-24,-0.1,10,1,-5,6,2.5,4,-1
Cc1ccc(NC(=O)c2ccc(CSc3nnc(C)s3)cc2)c(C)c1,-1,0.3,5,-2,-2,6,2.3,-5,2
COc1ccc(N2CCN(C(CNC(C)=O)c3ccco3)CC2)cc1 (stereo not given),12,0.1,-3,2,1,-5,-0.1,5,-1

# Overlap with the part before: five compounds, followed by the next part.
SMILES,GASC-1 inh,Efflux pump mplx,proCasp7 act,CTSL1 counter,PP1 counter,core dimer inh,PP5 inh,procasp3 activ,TPT1 inh
COc1ccc(CNC(=O)C(C)OC(=O)CO/N=C(\C)c2ccc3c(c2)OCO3)cc1 (stereo not given),-1,0.1,-3,-13,-3,-1,1.4,6,-1
COc1ccc(Cl)cc1NC(=O)CCN1CCN(Cc2ccccc2)CC1,-1,-0.1,-7,4,1,-6,2.3,-3,-2
CNc1nc2c(C)cccn2c(=O)c1C=NCc1ccccc1,-24,-0.1,10,1,-5,6,2.5,4,-1
Cc1ccc(NC(=O)c2ccc(CSc3nnc(C)s3)cc2)c(C)c1,-1,0.3,5,-2,-2,6,2.3,-5,2
COc1ccc(N2CCN(C(CNC(C)=O)c3ccco3)CC2)cc1 (stereo not given),12,0.1,-3,2,1,-5,-0.1,5,-1
O=C(O)c1ccc2c(c1)ncn2C1CCCCCC1,-6,-0.2,6,1,-3,-11,-0.2,-1,-4
Cc1c(Cc2ccccc2)sc(NC(=O)C(C)(C)C)c1C(N)=O,1,0.0,-11,7,1,-1,2.7,-9,4
Cc1ccc(Cc2cc(-c3ccc(C)cc3)n[nH]c2=O)cc1,-1,-0.1,6,-1,3,2,0.5,14,-3
O=C(NN1C(=O)c2ccccc2NC1c1ccc([N+](=O)[O-])o1)c1ccc([N+](=O)[O-])cc1 (stereo not given),1,0.2,-17,0,-3,2,2.1,1,2
CC(=O)N(c1ccc(C)cc1)C1C=CS(=O)(=O)C1 (stereo not given),-11,0.0,-6,1,-10,3,2.0,4,-9
Cc1ccc2c(c1)N(CCC(=O)NCc1ccccn1)C(=O)CO2,0,-0.2,15,-1,0,-4,2.1,8,2
O=C(CNC(=O)c1ccc(Br)o1)NNC(=O)c1n[nH]c(=O)c2ccccc12,-3,-0.1,3,.,-1,.,3.8,0,.
Cc1cc(C)n(-c2cc(N3CCN(S(=O)(=O)c4ccc5ccccc5c4)CC3)ccc2[N+](=O)[O-])n1,5,0.0,5,4,10,54*,0.4,1,-1
CCOC(=O)c1c(NC(=O)COC(=O)c2cnccn2)sc(C)c1C,8,-0.1,2,.,.,.,.,3,.
O=C(NNC(=O)c1ccc(S(=O)(=O)N2CCCCC2)cc1)c1ccc(F)cc1,3,-0.1,3,0,2,-6,1.2,8,-3
O=C(COC(=O)Cn1cnc2ccccc2c1=O)NCCC1=CCCCC1,18,0.0,5,-7,2,4,1.2,0,0
O=C(CSc1nnc(NC(=O)c2ccccc2F)s1)NCc1ccc(F)cc1,-18,0.2,6,2,1,-1,2.5,10,-1
CCN(CC(=O)NCc1ccc(Cl)cc1)C(=O)CSc1cc(C)ccc1C,-6,-0.1,6,-1,-2,0,0.6,3,0
CCCc1cc(C(=O)Nc2c(C)n(C)n(-c3ccccc3)c2=O)no1,-6,0.3,-6,-4,-6,3,-5.5,4,3
CC(C)(C)[C@H]1C=C(C(=O)NC2CC2)O[C@@H](OCc2ccc(CO)cc2)C1,-7,0.0,1,3,2,1,2.5,-11,-2
CC(CN1CCCCC1)OC(=O)c1cc2ccccc2o1 (stereo not given),-11,0.0,-7,7,-1,1,1.9,-2,0
COc1ccc(NC(=O)NNC(=O)c2ccc3ccccc3c2O)cc1OC,10,-0.2,-2,-3,1,-4,1.9,-2,-2
COc1ccc(NC(=O)Cn2nnc(C(=O)NCc3ccc4c(c3)OCO4)c2N)c(OC)c1,28,0.1,-3,0,-1,0,3.0,4,0
COc1ccc(CCNC(=O)c2cc3c(=O)n4ccccc4nc3n(CCCN3CCOCC3)c2=N)cc1OC,-2,0.0,-12,2,5,-3,-5.1,-10,6
COc1ccc(NC(=O)N2CCc3ccccc3C2)c(OC)c1,25,-4.8,-11,-2,-4,0,-0.9,-1,-3
O=C(C1CCN(Cc2nc(Cc3cccc(F)c3)no2)CC1)N1CCOCC1,-9,-0.2,-1,-2,1,-6,-0.2,14,1
CCc1cccc(NC(=O)Cn2cccc2)c1,4,0.6,1,1,2,-5,1.3,6,-1
CC1=NN(C(=O)CSCc2ccccc2)C(O)(c2ccccc2)C1 (stereo not given),3,-0.1,10,-7,1,1,0.1,2,4
O=C(NCC(=O)N(c1cccnc1)C(C(=O)NC1CCCC1)c1ccccc1F)c1ccco1 (stereo not given),0,-0.1,3,-1,2,-3,-0.8,-2,-5
CN(C)S(=O)(=O)c1cccc(NC(=S)NNC(=O)c2cc3ccccc3cc2O)c1,9,-0.2,-32,.,10,.,7.1,0,.
O=C(Nc1ccccc1Cl)OCc1cncs1,9,-0.1,-1,-1,0,4,0.7,5,-3
CC(=O)c1c(C)nc2ccccn12,1,0.1,-3,-2,3,2,2.6,1,3
COc1ccccc1Nc1nc(N)nc(CSC(=S)N2CCCCC2)n1,3,-0.1,-3,-1,-5,-1,6.9,4,0
COc1cc(/C=C2\SC(=S)N(NC(C)=O)C2=O)ccc1OC(=O)c1ccco1,2,0.0,-2,.,.,.,.,-12,.
Clc1cccc(-c2nc(NCc3cccnc3)c3ccccc3n2)c1,-18,-0.2,7,5,5,-1,1.1,6,-4
CCN(CC)C(=O)C1CCN(C(=O)c2oc3ccc(C)cc3c2C)CC1,14,0.0,0,3,0,1,2.2,11,-3
CCOC(=O)C(=CNc1cc(Cl)c(-c2ccco2)c(Cl)c1)C(=O)OCC,-8,0.1,-1,15,-1,4,-2.8,2,-1
CC1CN(CCCSc2ccc(Cl)cc2)CC(C)O1 (stereo not given),16,0.1,10,0,-1,1,2.0,4,-2
Cc1ccc(C)n1-c1ccc(NC(=O)c2ccccc2)cc1,1,0.0,-3,6,2,15,0.2,-2,7
Cc1noc(-c2ccccc2)c1NC(=O)Nc1ccccc1,8,0.0,-1,0,-2,-3,2.2,2,1
COC(=O)c1ccccc1NC(=O)CN1CCc2ccccc2C1,3,-0.2,1,-1,1,2,3.0,-1,0
COc1ccc(N/N=C2/CCCCC2=O)cc1,-10,-0.1,-11,5,-3,-7,0.0,-2,2
Cn1c(-c2sc3cc(C(F)(F)F)cnc3c2-c2cccnc2)n[nH]c1=S,-1,-0.1,-25,1,-5,-4,-1.1,6,-1
NCC(c1ccccc1)c1c[nH]c2ccccc12 (stereo not given),-2,0.0,1,3,5,-2,2.4,-2,-4
CCC(CC)c1nnc(NC(=O)C2COc3ccccc3O2)s1 (stereo not given),5,-0.1,2,2,0,-3,0.3,0,-2
CC(=O)Nc1ccc(S(=O)(=O)N=S(C)(C)=O)cc1,-33,0.3,10,0,1,-5,0.7,-8,6
CCCCN(Cc1ccco1)C(=O)c1cc2c(=O)[nH]c3ccc(C)cc3c2s1,-17,0.1,4,5,10,1,5.2,-2,1
COC(=O)c1cc(NC(=O)C2COc3ccccc3O2)cc(C(=O)OC)c1 (stereo not given),11,0.4,-3,1,8,5,4.1,4,-3
COc1cccc(C(=O)Nc2ccc3nc(N4CCOCC4)cc(C)c3c2)c1,-2,-0.1,-1,4,4,-14,5.7,-5,-2
O=C(c1ccc2c(=O)n(C3CCCC3)c(=S)[nH]c2c1)N1CCc2ccccc21,5,0.0,4,0,-1,1,-1.3,6,1
NC(=O)C1c2ccccc2CSc2ccccc21 (stereo not given),-1,-0.1,5,1,-4,8,-0.2,1,-1
CC1(c2ccc3c(c2)OCCO3)NC(=O)N(CC(=O)c2ccc[nH]2)C1=O (stereo not given),6,-0.5,1,.,-2,.,-2.1,10,.
Cc1ccnc(NC(=O)CCNS(=O)(=O)c2ccc(C)c(C)c2)c1,8,0.0,-7,0,-2,1,-0.8,0,-2
O=C1N=C(N2CCCC2)S/C1=C\c1cccc(Br)c1,10,0.1,-1,-1,-1,8,4.5,-11,2
Cc1ccc(-c2nc3ncccn3c2Nc2ccc3c(c2)OCO3)o1,-4,-0.1,-15,6,-8,-41,-0.4,-3,4
CC(C)C(=O)Nc1ccc2oc(-c3cc(F)c(F)cc3Cl)nc2c1,-7,0.3,-19,-2,-4,2,3.6,1,1
Cc1ccc(NC(=S)NC2CC3CCCC(C2)N3Cc2ccco2)cc1 (stereo not given),-7,-0.1,-1,-7,1,1,1.5,0,-3
